# TDP1 cell CPT = DT40-hTDP1 cell growth loss with CPT | chicken DT40 Tdp1-/-;hTDP1 cells + 20 nM CPT, ATP luminescence, 48 h | Potency, µM (top dose mostly 46.2 µM), inactives show top-dose activity change, negative = growth inhibition, actives largely listed as inhibitors | 420,000 compounds, 12% hits | AID 686979; further: nearly all actives have a fitted effect of over 55% in size
#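 Cell growth measured by CellTiter-Glo luminescence after a minimum 48 h, 37 C compound exposure with 20 nM CPT in Tdp1-knockout DT40 cells stably expressing hTDP1, seeded 400/well; qHTS titration format.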
# TDP1 block = inhibitors of human tyrosyl-DNA phosphodiesterase TDP1. Q9NUW8. 350,000 compounds, 0.28% hits. Potency, µM (highest dose often 130 µM), without a hit: top-dose activity change, negative = inhibition, actives largely listed as inhibitors. recombinant TDP1, AlphaScreen DNA substrate cleavage; further: nearly all actives have a fitted effect of over 40% in size
# Target sequence (Q9NUW8 whole entry, looked up): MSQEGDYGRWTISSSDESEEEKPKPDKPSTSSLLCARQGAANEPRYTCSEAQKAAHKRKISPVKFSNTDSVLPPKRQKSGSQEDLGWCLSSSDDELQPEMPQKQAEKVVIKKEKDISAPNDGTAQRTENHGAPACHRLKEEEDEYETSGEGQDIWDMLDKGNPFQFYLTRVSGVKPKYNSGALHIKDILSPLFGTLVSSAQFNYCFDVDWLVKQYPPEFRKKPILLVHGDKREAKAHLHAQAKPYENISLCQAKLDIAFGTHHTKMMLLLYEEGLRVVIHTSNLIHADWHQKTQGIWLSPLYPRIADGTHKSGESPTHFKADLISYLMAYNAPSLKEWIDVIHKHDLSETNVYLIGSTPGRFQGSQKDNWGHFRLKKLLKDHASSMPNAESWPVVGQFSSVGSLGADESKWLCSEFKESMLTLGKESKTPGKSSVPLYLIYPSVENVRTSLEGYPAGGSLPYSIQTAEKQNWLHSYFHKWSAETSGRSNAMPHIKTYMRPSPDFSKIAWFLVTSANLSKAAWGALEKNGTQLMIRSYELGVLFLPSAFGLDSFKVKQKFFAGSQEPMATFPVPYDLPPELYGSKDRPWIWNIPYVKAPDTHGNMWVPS
#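 Signal: AlphaScreen proximity between streptavidin donor and anti-FITC acceptor beads on intact substrate. Reaction: Tdp1 1 nM, substrate 15 nM final, 5 min RT after 15 min compound preincubation.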
# DT40 TDP1 no CPT = qHTS for Inhibitors of human tyrosyl-DNA phosphodiesterase 1 (TDP1): qHTS in cells in absence of CPT. DT40 Tdp1-/- hTDP1 cells, no CPT, ATP luminescence, 48 h. Potency, µM (series often up to 46.2 µM), inactives show at the top dose activity change, negative = growth inhibition, usual class: inhibitors. 420,000 compounds, 15% hits. AID 686978, 2013; further: nearly all actives have a fitted effect of over 55% in size
#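 Chicken DT40 Tdp1-/- cells complemented with human TDP1, screened without camptothecin (DMSO vehicle only), 400 cells/well. Compounds pin-transferred, cells incubated at 37 °C for at least 48 hr. Growth read as ATP-dependent luminescence (CellTiter-Glo, 30 min at RT).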
# Active calls of the source: *; ? = inconclusive; / = not tested or not shown; [ ] = another dose, or the depositor's remark. The call rests on the fitted dose curve; in most records, active means well fitted curve in the direction sought with a large enough effect; inconclusive means small, poorly fitted or top-dose-only effect, or another doubt; inactive means no such curve, though single readings can be large; an effect the other way counts as inactive or inconclusive. On the % scale 0 is the no-effect control and ±100 the full control effect; potency means the concentration at half of the fitted maximal effect.
No. | SMILES | TDP1 block | TDP1 cell CPT | DT40 TDP1 no CPT
1 | COc1cccc(/C=C/C(=O)OCC(=O)c2ccc3c(c2)NC(=O)CO3)c1OC | -5.5% | 5.9% | -23.4%
2 | Cc1ccc(S(=O)(=O)NCC2CCCO2)cc1[N+](=O)[O-] (configuration not stated) | 1.2% | -5.6% | -18.3%
3 | Cn1nc(NC(=O)CC(C)(C)CC(=O)O)c2ccccc21 | 2.6% | -0.5% | -9.8%
4 | O=[N+]([O-])c1ccc(/C=C2\C=C(C(O)c3ccc([N+](=O)[O-])cc3)c3ccccc32)cc1 (configuration not stated) | / | 6.31µM* | 4.47µM*
5 | COc1cccc(C(O)c2nc(-c3cncnc3)cs2)c1 (configuration not stated) | / | -28.4% | -13.8%
6 | COc1ccc(CC(N)c2csc(NC(=O)c3ccccc3OC)n2)cc1 (configuration not stated) | / | ? | -25.3%
7 | COc1cccc(C(c2cccc(OC)c2)c2ccccc2C(=O)O)c1 | / | 15.7% | -20.2%
8 | N#Cc1c(N2CCN(C(=O)c3ccccc3)CC2)nc(-c2ccccc2)c2c1CCCC2 | -2.0% | ? | ?
9 | COc1ccccc1NC(=O)CSc1nnc(-c2ccncc2)o1 | 1.1% | -14.5% | 2.7%
10 | CN(C)S(=O)(=O)c1ccc(NC=O)cc1 | 0.0% | -20.1% | -9.5%
11 | CN(C(=O)c1cccc(NC(=O)Cc2ccc(NC(=O)C3CCCN(C(=O)C4CCC4)C3)cc2)c1)C1CCCCC1 (configuration not stated) | / | 23.1µM* | ?
12 | O=c1cnc2ccccc2n1CC1CCCCC1 | 6.0% | ? | -24.2%
13 | Cc1ccc(NC(=O)CN(C)C(=O)CSc2nc3ccccc3o2)cc1 | 2.0% | -8.2% | -2.6%
14 | CC1(C)CC(=O)c2cc3c(nc2C1)CC(C)(C)CC3=O | 2.7% | -23.0% | -7.8%
15 | CCC1(C)Cc2ccccc2-c2nc(NCCO)[nH]c(=O)c21 (configuration not stated) | 6.1% | ? | ?
16 | COCCN(Cc1ccccc1)C(=O)c1cccc(S(=O)(=O)N2CCCc3ccccc32)c1 | 0.5% | 13µM* | 9.2µM*
17 | Cc1ccccc1N(C(=O)c1snc(C(N)=O)c1N)C(C(=O)NC1CCCC1)c1ccco1 (configuration not stated) | 2.6% | -27.7% | ?
18 | CS(=O)(=O)c1sc2nc(-c3ccccc3)cc(-c3ccccc3)c2c1N | -3.0% | ? | ?
19 | Cc1cc(C)n2c(Br)c(CSc3nc4ccccc4o3)nc2n1 | -2.9% | ? | ?
20 | CC(OC(=O)c1ccc2c(c1)C(=O)N(Cc1ccncc1)C2=O)C(=O)Nc1cccc(Cl)c1Cl (configuration not stated) | 1.9% | 13.5% | -13.4%
21 | COC(=O)c1nn(-c2ccccc2)c(=O)cc1Oc1ccccc1 | -1.0% | -1.5% | -14.3%
22 | CCN(CC)c1nc(-c2cccc(OC)c2O)nc2ccccc12 | 10.1% | 18.4µM* | 23.1µM*
23 | COc1ccc(Nc2c(-c3ccc(C)cc3)nc3cnccn23)cc1 | 3.8% | ? | ?
24 | CCOc1cc2[nH]c(=O)n(CC3CCC(C(=O)NCCCOC)CC3)c(=O)c2cc1OCC (configuration not stated) | 1.9% | -1.2% | 0.1%
25 | CS(=O)(=O)N(CC(=O)N1CCN(Cc2ccccc2)CC1)c1ccc(F)cc1 | 0.4% | 8.7% | 7.3%
26 | COc1ccc(CN2C(=O)C(CC(=O)NC3CCCC3)CC(C(=O)N(C(C)C)C(C)C)=C2C)cc1 (configuration not stated) | / | ? | ?
27 | Cc1ccc(-n2c(-c3cccnc3)n[nH]c2=S)c(C)c1 | / | -1.3% | 9.4%
28 | CCN(c1cccc(C)c1)S(=O)(=O)c1cc2c3c(c1)CCN3C(=O)CC2 | -8.3%[0.505 µM] | 29.1µM* | 14.6µM*
29 | Cc1noc(C)c1C(=O)NC(C)c1ccc2c(c1)OCO2 (configuration not stated) | 3.3% | -5.5% | -10.6%
30 | CC(=O)N1N=C(c2ccccc2)CC1c1cccs1 (configuration not stated) | / | ? | ?
31 | COc1ccccc1-c1nnc(N)s1 | 3.6% | 3.6% | -1.8%
32 | O=C(COc1ccccc1[N+](=O)[O-])N/N=C/c1ccc(O)c([N+](=O)[O-])c1 | 8.8% | ? | -15.0%
33 | COC(=O)c1sc(C(F)(F)F)c(-c2ccccc2)c1S(=O)(=O)NC(C)(C)C | 0.0% | ? | ?
34 | O=C1C(=Cc2cccs2)C(=O)c2ccccc21 | 2.7% | 3.0% | -5.8%
35 | CC(=NCCc1ccccc1)C1=C(O)C(c2ccccc2)OC1=O (configuration not stated) | 7.5% | -12.8% | 0.3%
36 | C=C(C)CSc1nc2c(c(=O)[nH]c(=O)n2C)n1CCC(C)C | -1.0% | 14.6µM* | 16.4µM*
37 | CCCc1cc(=O)oc2c3c(cc(OCC(=O)N[C@@H](CSC)C(=O)O)c12)OC(C)(C)CC3 | / | 5.3% | -4.4%
38 | COCc1nnc(NC(=O)CSc2ccccc2)s1 | 3.2% | -4.0% | -13.2%
39 | O=C(C1CCC(=O)N1Cc1cccnc1)N1CCN(c2ccc(F)cc2)CC1 (configuration not stated) | 3.7% | 7.0% | -8.2%
40 | Nc1nnc(SCC(=O)Nc2ccc(Cl)cc2)s1 | 4.7% | -1.5% | -14.0%
41 | COC(=O)[C@H](CCSC)NC(=O)NCCc1ccccc1F | 2.3% | -5.2% | -23.1%
42 | Cc1ccc(-c2nnc(Nc3ccc(O)cc3)c3ccccc23)cc1S(=O)(=O)N1CCN(C)CC1 | / | ? | 18.4µM*
43 | COc1ccc(-[n+]2c(C)cc(/C=C3\Sc4ccccc4N3C)cc2C)cc1 | 4.7% | 0.0146µM* | 0.0073µM*
44 | COc1cc(Br)c(Br)c(Br)c1N | 3.7% | 6.3% | 1.9%
45 | O=C(Nn1cnnc1)c1ccccc1F | / | 29.8% | 5.0%
46 | O=C(Nn1cnnc1)c1ccc(F)c(S(=O)(=O)N2CCCCC2)c1 | -2.1% | -20.4% | -13.9%
47 | O=C(Nc1cccc(S(=O)(=O)N2CCOCC2)c1)c1cc(S(=O)(=O)N2CCOCC2)c(Cl)cc1Cl | / | 14.6µM* | ?
48 | COC(=O)c1ccc(Oc2cc(C)nc(NCc3ccccc3)n2)cc1 | 1.1% | -29.0% | ?
49 | CCC(CC)c1nnc(NC(=O)CCc2ccccc2OC)s1 | 9.8% | -3.4% | -15.7%
50 | Cc1ccc(OCCNC(=O)c2ccccc2OCc2c(C)noc2C)cc1 | 1.0% | ? | ?
51 | Cc1[nH]c(C)c(S(=O)(=O)NCCc2ccccc2)c1C(=O)N1CCCCC1 | 1.4% | -23.3% | 11.6%
52 | NC(=O)COC(=O)/C=C/c1ccc2ccccc2n1 | -5.1% | ? | ?
53 | CCOC(=O)c1ccc(NC(=O)N2CCCCC2)cc1 | 3.9% | -0.7% | -6.7%
54 | CCCCC1N2CC3([N+](=O)[O-])CN1CC([N+](=O)[O-])(C2)C3(C)C (configuration not stated) | 5.3% | -4.3% | -17.4%
55 | CCN(CC(=O)Nc1ccc(OC)cc1)C(=O)Cc1coc2cc(C)c(C)cc12 | 1.7% | -13.9% | -18.4%
56 | COC(=O)c1c(C)nc2nonc2c1N | 1.2% | 4.8% | 2.3%

# The list continues.
No. | SMILES | TDP1 block | TDP1 cell CPT | DT40 TDP1 no CPT
57 | COC(=O)c1ccccc1N(C)S(=O)(=O)c1cc2c3c(c1)CC(=O)N3CCC2 | 2.7% | ? | ?
58 | O=C(C1=C(O)C(=O)N(Cc2cccnc2)C1c1cccc(Oc2ccccc2)c1)c1ccco1 (configuration not stated) | 4.7% | -12.0% | ?
59 | CCOC(=O)c1ccc(N2CCN(c3ccc(F)cc3)CC2)c(NC(=O)Nc2ccc(CC)cc2)c1 | 2.6% | -8.0% | -5.2%
60 | CCOC(=O)[C@]12CCCC=C1N(Cc1ccco1)C(=O)[C@H](CC(=O)N1CCSCC1)C2 | / | ? | ?
61 | CC1CCCN(S(=O)(=O)c2cc3c4c(c2)CC(=O)N4CCC3)C1 (configuration not stated) | 5.2% | -24.1% | -25.2%
62 | Cc1cc(=O)oc(C)c1C(=O)NCCc1ccc(F)cc1 | 2.1% | -11.9% | -0.8%
63 | CN(C)Cc1csc(NC(=O)Nc2ccccc2Oc2ccccc2)n1 | / | ? | ?
64 | COC(=O)C(C)Oc1ccc2cc(-c3ccccc3)c(=O)oc2c1 (configuration not stated) | 0.0% | 5.6% | 2.8%
65 | CCCCCNC(=O)c1ccc2c(=O)n(CC3CCCO3)c(=S)[nH]c2c1 (configuration not stated) | 5.3% | -22.1% | ?
66 | CC(=O)Nc1cccc(/C(C)=N/NC(=O)c2cccc(S(=O)(=O)N3CCOCC3)c2)c1 | 8.0% | 3.6% | -13.7%
67 | Cc1cccn2c(=O)c3cc(C(=O)NC(C)C)c(=N)n(Cc4ccncc4)c3nc12 | 2.3% | -25.6% | -16.2%
68 | CN(C)c1ccc(CNc2nc(-c3ccco3)nn2C(=O)c2cccc([N+](=O)[O-])c2)cc1 | 8.9% | -17.1% | -21.4%
69 | CCCNC(=O)C1(C)CCCN(C(=O)c2ccccc2OC(F)(F)F)C1 (configuration not stated) | / | 11.1% | -17.1%
70 | COc1ccc(NC(=O)c2sc3nc4c(cc3c2N)CN(Cc2ccccc2)CC4)c(OC)c1 | 9.2% | ? | ?
71 | CC(=O)Nc1cccc(Oc2ncccc2[N+](=O)[O-])c1 | / | -18.8% | -20.3%
72 | Cc1cc2nc(C3CCCCC3)c(Cc3ccccc3C(F)(F)F)n2c(C)c1Br | / | ? | ?
73 | CC(C)C(N)C(=O)O (configuration not stated) | 1.2% | -0.9% | -5.1%
74 | CCOC(=O)c1[nH]c(C)c(CCC(=O)NCc2ccc(OC)cc2)c1C | 0.0% | -2.1% | -26.6%
75 | Cc1cccc(C(=O)NCCNC(=O)c2ccco2)c1 | 8.1%[0.0935 µM] | -6.6% | -3.0%
76 | Cn1cc([N+](=O)[O-])c(C(=O)Nc2ccc(-c3nc4ccccc4[nH]3)cc2)n1 | -10.3% | 5.9% | ?
77 | CCOC(=O)c1sc(NC(=O)CSc2nnc(-c3ccco3)n2CC)c(C(=O)OCC)c1C | 2.8% | ? | ?
78 | O=C(CN1C(=O)C(=O)c2ccccc21)c1ccccc1 | / | 18.4µM* | 4.11µM*
79 | Cc1ccc(N(CC(=O)NCc2ccc(Cl)cc2)S(=O)(=O)N(C)C)cc1 | 4.4% | -2.0% | ?
80 | O=C(O)Cc1ccc(O)c(O)c1 | ? | ? | ?
81 | COc1cccc(CN2C(=O)C(C)N(C(=O)c3ccccc3)c3ccccc32)c1 (configuration not stated) | / | 13µM* | 6.51µM*
82 | Cc1cc(C)cc(NC(=O)Cn2c(=O)n(CC(=O)NCCc3ccccc3)c(=O)c3ccccc32)c1 | 2.5% | -21.3% | -20.3%
83 | CCOc1ccc2oc(C(=O)O)c(C)c2c1 | 5.1% | 10.1% | -5.0%
84 | CCCCCCCCSc1nnc(/N=C/N(C)C)s1 | 3.8% | 20.7% | -3.6%
85 | CN(CC(=O)Nc1ccc2c(c1)OCCO2)S(=O)(=O)c1cccc2cccnc12 | 3.7% | -28.2% | ?
86 | CCOC(=O)C1=C(Cn2cnc3ccccc32)NC(=O)NC1c1ccc(OC)cc1 (configuration not stated) | 2.3% | -29.0% | -26.2%
87 | O=C(Nc1ccc2c(c1)OCCO2)c1ccc2ccccc2n1 | 3.8% | -26.6% | ?
88 | CC(CCc1ccccc1)NC(=O)COc1cc(F)ccc1[N+](=O)[O-] (configuration not stated) | -5.4% | 0.6% | ?
89 | COCCNC(=O)C1CCCN(C(=O)c2cccnc2Oc2ccccc2)CC1 (configuration not stated) | / | -2.2% | 4.3%
90 | CCOC(=O)c1c(C)[nH]c2ccc(O)cc12 | -1.0% | -3.8% | -16.4%
91 | COc1cccc(-c2nc(Oc3cccc(C)c3C)c3ccccc3n2)c1O | -0.6% | -29.8% | ?
92 | CCc1cc2c(=O)c(-c3nc(C)cs3)coc2cc1OC(C)C(=O)NCCO (configuration not stated) | -2.6% | ? | ?
93 | Cc1noc(C)c1S(=O)(=O)N(C)CC(=O)NCc1ccccc1 | 4.8% | -8.0% | 5.9%
94 | CCOC(=O)C(=O)NC(C)c1ccccc1 (configuration not stated) | 6.3% | 16.1% | 3.3%
95 | CSCC[C@@H](Nc1nc(-c2ccccc2)nc2c1oc1ccccc12)C(=O)O | 8.0% | -4.1% | -11.7%
96 | Cn1cccc1C(=O)N1CCN(c2cccc(C(F)(F)F)c2)CC1 | 5.2% | ? | ?
97 | COc1cc(C(C)=O)ccc1OCC(O)CN1CCN(c2ccc(F)cc2)CC1 (configuration not stated) | / | -8.0% | -26.9%

# Bioassay records (PubChem BioAssay)
